Source: PubChem
JMJD2A Tudor: blocks the human JMJD2A Tudor domain. O75164. AlphaScreen JMJD2A-Tudor / H3K4me3 peptide binding. Potency, µM (top dose mostly 114 µM), without a hit: top-dose activity change, negative = inhibition, usual class: inhibitors. hit rate 4.4% among 390,000; also: potency is read from the fitted curve at half-maximal effect; % is scaled to controls: 0 for no effect and ±100 for the full control effect; nearly all actives have a fitted effect of over 50% in size
PGK inhibitor: blocks T. brucei phosphoglycerate kinase. hit rate 0.043% among 380,000. PGK/GAPDH coupled, Kinase-Glo luminescence, 60 min. AID 602233. Potency, µM (highest dose often 57.5 µM), inactives show top-dose activity change, negative = inhibition, most hits filed as inhibitors; also: potency is read from the fitted curve at half-maximal effect; % is scaled to controls: 0 for no effect and ±100 for the full control effect; nearly all actives have a fitted effect of over 60% in size
Target sequence (P07378 whole entry, looked up): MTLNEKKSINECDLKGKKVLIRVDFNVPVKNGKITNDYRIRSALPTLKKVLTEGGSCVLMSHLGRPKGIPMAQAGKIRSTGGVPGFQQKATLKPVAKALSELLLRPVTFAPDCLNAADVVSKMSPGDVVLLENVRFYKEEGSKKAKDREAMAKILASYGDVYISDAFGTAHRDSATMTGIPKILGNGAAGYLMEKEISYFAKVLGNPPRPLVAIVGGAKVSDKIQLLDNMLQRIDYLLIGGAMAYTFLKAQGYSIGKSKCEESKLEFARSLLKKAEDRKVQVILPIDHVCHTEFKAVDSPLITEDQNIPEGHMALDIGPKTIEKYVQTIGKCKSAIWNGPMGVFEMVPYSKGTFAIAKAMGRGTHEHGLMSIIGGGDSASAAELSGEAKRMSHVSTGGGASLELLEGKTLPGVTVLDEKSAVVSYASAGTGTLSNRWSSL
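Recombinant glycosomal PGK reaction used 1,3-bisphosphoglycerate generated in-well by GAPDH (100nM final) in 100mM TEA pH 7.6, 5mM MgCl2, 0.01% Tween-20. After 60 minutes at room temperature, ATP was read by Kinase-Glo Plus luminescence end-point.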
BAZ2B inh: blocks human BAZ2B | AlphaScreen BAZ2B-H3K14Ac peptide displacement | Potency, µM (doses to about 114 µM), inactives show at the top dose activity change, negative = inhibition, most hits filed as inhibitors | hit rate 4.4% among 360,000 | AID 504333; also: potency is read from the fitted curve at half-maximal effect; % is scaled to controls: 0 for no effect and ±100 for the full control effect; nearly all actives have a fitted effect of over 60% in size
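AlphaScreen displacement: compounds (up to 110uM) incubated 30 min at room temperature with a preformed 50 nM BAZ2B/50 nM biotinylated H3K14Ac peptide complex in PBS pH 7.4 with Tween-20. Donor and acceptor beads at 10 ug/mL final added, 20 min light-protected before reading.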
Pin1 inh: human Pin1 inhibition | Q13526 | Pin1 FP peptide displacement, HiFluor488, 10 min | Potency, µM (series often up to 115 µM), for the others: at the top dose activity, negative = inhibition, hits mostly inhibitors | hit rate 0.009% among 390,000; active = well fitted inhibition curve with a large enough effect in the polarisation, with a control signal flat, not every such curve was filed as active; inconclusive = small, poorly fitted or top-dose-only effect, or effect the other way, or a change in a side signal; inactive = no such curve, though single readings can be large or run the other way; the % refers to the polarisation; also: potency is read from the fitted curve at half-maximal effect; % is scaled to controls: 0 for no effect and ±100 for the full control effect
GLS inh: blocks human kidney-isoform glutaminase activity. O94925. GLS enzymatic activity, qHTS titration. Potency, µM (doses to about 45.5 µM), inactives show top-dose activity change, negative = inhibition, actives largely listed as inhibitors. hit rate 0.21% among 410,000; also: potency is read from the fitted curve at half-maximal effect; % is scaled to controls: 0 for no effect and ±100 for the full control effect
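Coupled fluorescence readout: glutamate oxidase/HRP/Amplex Red detect glutamate formed by hKGA from L-glutamine (1 mM solution added). Buffer 45 mM KH2PO4 pH 8.2, 0.02% Tween-20; reads at t0 and 30 min RT.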
G9a block: inhibitors of human histone lysine methyltransferase G9a | Potency, µM (series often up to 102 µM), for the others: top-dose activity, negative = inhibition, actives largely listed as inhibitors | G9a H3K9 monomethylation, AlphaScreen, 2 h | hit rate 8.8% among 350,000 | AID 504332; also: potency is read from the fitted curve at half-maximal effect; % is scaled to controls: 0 for no effect and ±100 for the full control effect; nearly all actives have a fitted effect of over 75% in size
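Enzyme 20 nM + cpd, 15 min RT; add b-H3K9 pep 500 nM / SAM 20 uM; 2 h RT; anti-H3K9me1 Ab 0.5 ug/mL + SA donor / anti-rabbit acceptor beads 20 ug/mL each, 10 min; AlphaScreen read.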
HP1b chromo inh: HP1-beta chromodomain-methylated histone interaction inhibition | P83916 | AlphaScreen HP1-beta / biotin-H3K9me3 peptide binding | Potency, µM (series often up to 114 µM), without a hit: at the top dose activity change, negative = inhibition, actives largely listed as inhibitors | hit rate 0.56% among 390,000; also: potency is read from the fitted curve at half-maximal effect; nearly all actives have a fitted effect of over 70% in size; inactives centre near 23
Target sequence (P83916 whole entry, looked up): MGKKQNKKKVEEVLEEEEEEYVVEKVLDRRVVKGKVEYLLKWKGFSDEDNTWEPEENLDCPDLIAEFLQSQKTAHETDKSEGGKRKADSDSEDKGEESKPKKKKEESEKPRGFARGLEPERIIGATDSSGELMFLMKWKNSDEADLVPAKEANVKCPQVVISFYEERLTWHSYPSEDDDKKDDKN
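Compound inhibition of the preformed complex between 50 nM HP1-beta and 50 nM biotinylated H3K9me3 peptide was read by AlphaScreen. Buffer was PBS pH 7.4 with 0.01% Tween-20. Incubations ran 30 min at room temperature, with 10 ug/mL donor/acceptor beads.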
PI4K2A block: PI4K2A (human) kinase inhibition | Q9BTU6 | purified PI4K2A, ADP-Glo luminescence, 1 h; active compounds read low | activity change, negative = inhibition, % at 76.9 µM | hit rate 0.13% among 420,000; in the data active = activity change below about -50%; inconclusive = mostly about -30% to -49%;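 also: -100% = wells without enzyme as full effect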
Target sequence (Q9BTU6 whole entry, looked up): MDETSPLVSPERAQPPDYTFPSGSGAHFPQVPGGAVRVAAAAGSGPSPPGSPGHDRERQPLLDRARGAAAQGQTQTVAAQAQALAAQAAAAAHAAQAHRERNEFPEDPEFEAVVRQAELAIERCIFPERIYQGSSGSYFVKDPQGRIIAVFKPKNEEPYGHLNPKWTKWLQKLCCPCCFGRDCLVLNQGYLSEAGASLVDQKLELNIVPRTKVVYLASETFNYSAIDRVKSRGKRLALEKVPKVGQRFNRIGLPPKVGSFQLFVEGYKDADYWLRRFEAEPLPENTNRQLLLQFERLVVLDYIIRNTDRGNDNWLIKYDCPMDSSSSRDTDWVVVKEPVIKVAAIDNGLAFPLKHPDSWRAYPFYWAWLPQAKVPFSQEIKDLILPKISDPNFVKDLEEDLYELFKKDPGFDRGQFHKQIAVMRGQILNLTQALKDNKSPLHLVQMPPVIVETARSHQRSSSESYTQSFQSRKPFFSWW
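ADP-Glo luminescence measured ADP generated by PI4K2A enzyme (4 ug/mL before mixing) with 1.2 mM PI substrate (pre-mix) and 300 microM ATP (pre-mix). Tris pH7.5 buffer with MgCl2, Triton X-100; 1 h reaction at ambient temperature.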
Pol eta inh: DNA polymerase eta (human) inhibition | Potency, µM (top dose mostly 114 µM), without a hit: top-dose activity change, negative = inhibition, hits mostly inhibitors | recombinant Pol eta, fluorescent DNA replication assay | Q9Y253 | hit rate 1.2% among 390,000; also: potency is read from the fitted curve at half-maximal effect; % is scaled to controls: 0 for no effect and ±100 for the full control effect
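Pol eta (10 nM) was preincubated with compounds for 15 min at room temperature, after which fluorescent replication substrate (50 nM final) was added to start the reaction. Fluorescence was read kinetically at 0 and 10 min.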
The depositor's hits bear a star; i = inactive; ? = inconclusive; nt = no result given; [ ] = remark or other dose. Unless noted, calls follow the shape of the dose curve; as a rule, active = well fitted curve in the direction sought with a large enough effect; inconclusive = small, poorly fitted or top-dose-only effect, or another doubt; inactive = no such curve, though single readings can be large; an effect the other way counts as inactive or inconclusive. These rows are one share of the data; the hit share may differ from the screen's.

no. | canonical_smiles | JMJD2A Tudor | PGK inhibitor | BAZ2B inh | Pin1 inh | GLS inh
1 | COc1ccc(N2C(=O)C(C)(C)C2c2c(O)ccc3ccccc23)cc1 (centres undefined) | ? | -2% | -36% | 3% | 23%
2 | COc1ccc(C)cc1NC(=O)CN(C)S(=O)(=O)c1cccs1 | -19% | i | -1% | 2% | 4%
3 | O=C(Nc1cccc([N+](=O)[O-])c1)C1C2CCCCC21 (centres undefined) | 12% | 10% | 4% | 0% | -3%
4 | CCc1cc2cc(C)cc(C)c2nc1SCC(=O)N1CCCC1 | -1% | i | -2% | 5% | -5%
5 | Cc1ccccc1CS(=O)(=O)CC(O)CN1CCCC1=O (centres undefined) | -4% | -3% | 12% | 12% | -5%
6 | Cc1ccc(NC(=O)CN(C)C(=O)c2cccc(S(=O)(=O)N3CCc4ccccc4C3)c2)cc1 | nt | -11% | nt | nt | 4%
7 | O=C(CN(Cc1ccccc1Cl)C(=O)c1csnn1)NCc1ccc2c(c1)OCO2 | -1% | -3% | ? | -1% | -16%
8 | CCCNC(=O)N1CCN(S(C)(=O)=O)CC1 | -7%[11.4 µM] | 7% | -11% | -1% | 0%
9 | CC(Oc1ccc2c(-c3ccccc3)cc(=O)oc2c1)C(=O)NCCN1CCOCC1 (centres undefined) | -2% | -10% | -14% | 2% | -18%
10 | CCOC(=O)CCNC(=O)N1CCCC(Cc2ccccc2)(C(=O)OCC)C1 (centres undefined) | -20% | 5% | 7% | 1% | -1%
11 | CCc1cc(=O)oc2c3c(cc(OCC(=O)N[C@H](C(=O)O)[C@H](C)CC)c12)OC(C)(C)CC3 | -14% | -1% | 4% | -8% | 15%
12 | Cn1ncc(C#N)c1/N=C/N1CCCCC1 | -1% | -8% | 11% | -7% | 0%

no. | G9a block | HP1b chromo inh | PI4K2A block | Pol eta inh
1 | -41% | 8% | -1 | -18%
2 | -3% | 14% | -1 | -3%
3 | nt | 47%[activator] | 1 | -3%
4 | -7%[59 µM] | 53% | 6 | -14%
5 | 10% | 34% | 0 | 11%
6 | nt | nt | -2 | -16%
7 | 6% | 27% | -3 | -11%
8 | 40µM* | 37% | -3 | -18%
9 | 13% | 31%[activator] | 3 | -10%
10 | 19% | 45%[activator] | 1 | 0%
11 | 7% | 24% | 3 | 15%
12 | -10%[59 µM] | 23% | 12 | 8%

The list goes on:
no. | canonical_smiles | JMJD2A Tudor | PGK inhibitor | BAZ2B inh | Pin1 inh | GLS inh
13 | CCOC(=O)c1ccc(NC(=O)CCc2c(C)nc3nc[nH]n3c2=O)cc1 | -10% | -2% | 56µM* | 2% | 3%
14 | COCCSc1nnc(NC(=O)c2ccc(NC(=O)C(C)C)cc2)s1 | -8% | 1% | -1% | 0% | 0%
15 | Cc1nc(N)c2c(Cc3cccc4ccccc34)nn(C(C)(C)C)c2n1 | -13% | -3% | nt | 1% | 6%
16 | Cc1noc(C)c1C(=O)OCC(=O)NC(=O)NC12CC3CC(CC(C3)C1)C2 | -5% | i | -4% | 4% | 1%
17 | Nc1c(S(=O)(=O)c2cccs2)c2nc3ccccc3nc2n1/N=C/c1cccc(O)c1 | -30%[11.4 µM] | i | nt | 17% | 13%
18 | O=S(=O)(c1cc(Br)c(Cl)s1)N1CCCC1 | 17% | i | -38% | 1% | -12%
19 | O=C(COCc1cc(-c2ccc3c(c2)OCO3)on1)NCc1ccc(F)cc1 | 5% | -6% | 0% | 4% | 5%
20 | CC1CC(=O)N(CC(=O)Nc2ccc(F)cc2F)c2ccccc2S1(=O)=O (centres undefined) | -2% | -3% | 0% | 0% | 6%
21 | CCCCNC(=O)c1cccc(-n2cnc3cccnc32)c1C | -6% | -7% | -5% | 4% | -1%
22 | COc1cc(/C=N\Nc2nc3ccccc3o2)cc(OC)c1OC | -11% | -2%[11.5 µM] | 4% | 3% | 5%
23 | COc1ccc(NC(=O)CSc2nnc(C3CCCCC3)n2N)cc1 | 9% | 5% | -2% | -1% | -13%
24 | CC(OC(=O)CCC(=O)c1cccs1)C(=O)Nc1ccc(Cl)cn1 (centres undefined) | -3% | 1% | -7% | 7% | 0%

no. | G9a block | HP1b chromo inh | PI4K2A block | Pol eta inh
13 | -6%[59 µM] | 28% | -1 | -19%
14 | 7% | 28% | 2 | -4%
15 | nt | 15% | -2 | -22%
16 | ? | 53%[activator] | -8 | -9%
17 | 13%[59 µM] | -5% | -6 | -19%
18 | -16% | 50%[activator] | 4 | -11%
19 | 0%[59 µM] | 25% | -1 | -6%
20 | 5% | 26% | -1 | -7%
21 | -6%[59 µM] | 13% | -1 | -16%
22 | 7%[59 µM] | 32%[activator] | -2 | -7%
23 | 2% | 18% | -2 | -21%
24 | -14%[59 µM] | 29% | 2 | -3%

Whole records, quoted from the list. Screens in order: JMJD2A Tudor | PGK inhibitor | BAZ2B inh | Pin1 inh | GLS inh | G9a block | HP1b chromo inh | PI4K2A block | Pol eta inh
CCOC(=O)c1ccc(NC(=O)CCc2c(C)nc3nc[nH]n3c2=O)cc1 in the list: -10% | -2% | 56µM* | 2% | 3% | -6%[59 µM] | 28% | -1 | -19%
O=C(COCc1cc(-c2ccc3c(c2)OCO3)on1)NCc1ccc(F)cc1 in the list: 5% | -6% | 0% | 4% | 5% | 0%[59 µM] | 25% | -1 | -6%
COCCSc1nnc(NC(=O)c2ccc(NC(=O)C(C)C)cc2)s1 in the list: -8% | 1% | -1% | 0% | 0% | 7% | 28% | 2 | -4%
CC(OC(=O)CCC(=O)c1cccs1)C(=O)Nc1ccc(Cl)cn1 (centres undefined) in the list: -3% | 1% | -7% | 7% | 0% | -14%[59 µM] | 29% | 2 | -3%
Nc1c(S(=O)(=O)c2cccs2)c2nc3ccccc3nc2n1/N=C/c1cccc(O)c1 in the list: -30%[11.4 µM] | i | nt | 17% | 13% | 13%[59 µM] | -5% | -6 | -19%

Continued:
no. | canonical_smiles | JMJD2A Tudor | PGK inhibitor | BAZ2B inh | Pin1 inh | GLS inh
25 | CN(N=O)c1ccc(CC2CCc3ccccc32)cc1 (centres undefined) | 53%[activator] | -2% | nt | -4% | 2%
26 | O=C(NCc1ccccc1)c1cc[n+]([O-])cc1 | -5% | 4% | 5% | 6% | 12%
27 | CC(C)(C)c1cc[n+](CC(=O)Nc2cc(C(F)(F)F)ccc2N2CCOCC2)cc1 | -11%[57.1 µM] | 6% | -9% | -6% | -7%
28 | Cc1nn(-c2ccc(C(=O)N3CCN(S(=O)(=O)c4ccccc4C(F)(F)F)CC3)cc2)c(C)c1Cl | -8% | 8% | -5% | ? | 0%
29 | CCn1cc(C2=NOC(C(=O)Nc3cccc(C(C)=O)c3)C2)c(C)n1 (centres undefined) | -1% | -4% | -5% | -2% | 4%
30 | Cc1ccc(C(=O)Nc2c(C)cc(-c3ccc(Cl)cc3)oc2=O)cc1 | 17%[11.4 µM] | i | 5% | 0% | -23%
31 | COc1cc(OC)c(C(=O)NCc2ccc3c(c2)OCO3)cc1OC | -17% | 5% | -7% | 1% | 24%
32 | C/C(=N\NC(=O)c1cc(C)nc2ccccc12)c1ccc([N+](=O)[O-])cc1 | -12% | -1% | -1% | -6% | 11%
33 | O=c1oc(CCO)cc2ccccc12 | 0% | -1% | nt | 22% | -6%
34 | CCOC(=O)CNC(=O)CSc1nc2ncc(Br)cc2[nH]1 | -9% | i | 13% | 0% | 7%
35 | CCCCn1c(N)c(N(Cc2ccccc2OC)C(=O)c2cc(CC)c(C)s2)c(=O)[nH]c1=O | -6% | 1% | 6% | 7% | 23%
36 | O=C(CN1Cc2ccccc2C1=O)Nc1ccc2c(c1)OCCO2 | -6% | 8% | -10% | 11% | 0%

no. | G9a block | HP1b chromo inh | PI4K2A block | Pol eta inh
25 | nt | 111%[activator] | 5 | -24%
26 | 18% | 44%[activator] | 0 | 3%
27 | 8% | 41%[activator] | -1 | -20%
28 | 9%[12.7 µM] | 11% | 1 | -5%
29 | ? | 28% | -3 | -4%
30 | 5% | 60%[activator] | -9 | -18%
31 | -3%[59 µM] | 28% | 7 | 0%
32 | 30% | 20% | -7 | -19%
33 | nt | 54%[activator] | 5 | -5%
34 | ? | 22% | 0 | 2%
35 | 13%[12.7 µM] | 26% | -2 | -9%
36 | -10%[59 µM] | 26% | -6 | 1%

Later entries:
no. | canonical_smiles | JMJD2A Tudor | PGK inhibitor | BAZ2B inh | Pin1 inh | GLS inh
37 | Cc1cc(N2CCN(C(=O)Nc3ccc(F)cc3F)CC2)c2ccccc2n1 | -13% | i | -2% | 4% | 2%
38 | O=C(CN1C(=O)NC2(CCCC2)C1=O)OCc1ccccc1 | -9% | i | 7% | -2% | 0%
39 | Cn1c(=O)oc2cc(S(=O)(=O)N3CCC(C(=O)NCC4COc5ccccc5O4)CC3)ccc21 (centres undefined) | -21% | -6% | -1% | -1% | -8%
40 | COc1ccc(-c2cc(-c3cccs3)c(C#N)c(SCC(=O)NCc3ccco3)n2)cc1 | -2% | 3% | 13% | 8% | -2%
41 | O=C(Cn1cnc2c(oc3nc4c(cc32)CCCC4)c1=O)Nc1ccccc1 | -16% | -15% | -38% | 74%[activator] | 0%
42 | COc1ccc(F)c(CN2CCCC(CNS(=O)(=O)c3cccc4cccnc34)C2)c1 (centres undefined) | -21% | -10% | -20% | 6% | 4%
43 | CC1(C(=O)O)C=CCN1C(=O)c1ccccc1 (centres undefined) | -23% | 6% | -2% | 2% | 0%

no. | G9a block | HP1b chromo inh | PI4K2A block | Pol eta inh
37 | -26% | 15% | 1 | -7%
38 | 18%[12.7 µM] | 25% | -6 | -3%
39 | ? | 35%[activator] | -2 | -20%
40 | -1%[59 µM] | 9% | -16 | 10%
41 | 13% | 13%[57 µM] | 1 | -19%
42 | 19% | -1% | -1 | -5%
43 | 2% | 28% | -1 | -12%
